Assay outcomes as filed in PubChem.
RORgamma inh: ROR gamma (mouse) transcription inhibition | P51450 | Drosophila S2 Gal4-RORgamma UAS-luciferase reporter, 20 h | Potency, µM (top dose mostly 53.6 µM), without a hit: at the top dose activity change, negative = inhibition, most hits filed as inhibitors | 5.4% of 310,000 active | AID 2551; further: potency means the concentration at half of the fitted maximal effect; on the % scale 0 is the no-effect control and ±100 the full control effect; nearly all actives have a fitted effect of over 60% in size
Target sequence (P51450 whole entry, looked up, the tested form may be a part): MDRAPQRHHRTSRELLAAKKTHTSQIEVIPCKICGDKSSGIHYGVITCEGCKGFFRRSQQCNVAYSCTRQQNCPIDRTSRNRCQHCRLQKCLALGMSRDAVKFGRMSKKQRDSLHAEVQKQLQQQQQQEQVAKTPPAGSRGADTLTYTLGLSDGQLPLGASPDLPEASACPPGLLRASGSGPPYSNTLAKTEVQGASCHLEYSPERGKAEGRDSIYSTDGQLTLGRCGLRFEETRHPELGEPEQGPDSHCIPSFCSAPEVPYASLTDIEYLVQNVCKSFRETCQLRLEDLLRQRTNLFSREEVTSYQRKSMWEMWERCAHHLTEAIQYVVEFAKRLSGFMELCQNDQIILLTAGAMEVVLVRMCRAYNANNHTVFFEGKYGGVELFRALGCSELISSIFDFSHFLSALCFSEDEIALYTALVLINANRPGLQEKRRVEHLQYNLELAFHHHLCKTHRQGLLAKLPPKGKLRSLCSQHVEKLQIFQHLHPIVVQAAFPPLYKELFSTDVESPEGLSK
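Drosophila Schneider cells stably carrying a metallothionein-driven Gal4 DBD–ROR gamma fusion and a UAS-Photinus luciferase reporter were exposed to compound for 1 hr, then induced with copper sulfate (700 uM final) for 20 hr at ambient temperature before luminescence reading.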
Rab9 promoter act: activators of Rab9 promoter; Huh7 Rab9 promoter-luciferase reporter, luminescence, 24 h; Potency, µM (highest dose often 9.22 µM), without a hit: top-dose activation, negative = inhibition, hits mostly activators; 2.8% of 320,000 active; AID 485297; further: potency means the concentration at half of the fitted maximal effect; % of control where 0% means no effect; nearly all actives have a fitted effect of over 60% in size
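Steps: seed 1500 Huh7 Rab9-luc cells per well, rest 2 h at 37 °C; add compound in DMSO; incubate 24 h; add luciferase reagent, 10 min ambient; read luminescence.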
NPC1 prom act: activators of NPC1 promoter. Huh7 NPC1 promoter luciferase reporter, 24 h. Potency, µM (doses to about 9.22 µM), for the others: top-dose activation, actives largely listed as activators. 2.4% of 320,000 active;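 further: potency means the concentration at half of the fitted maximal effect; % of control where 0% means no effect; nearly all actives have a fitted effect of over 60% in size; reporter is driven by a mutant NPC1 promoter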
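Stably transfected Huh7 (NPC1 promoter→luciferase), 1500 cells/well in Opti-MEM + 10% FBS, 2 h settle, then compound 24 h at 37 °C. Luminescence after 10 min with Amplite reagent.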
BRCA1 expr act: activators of BRCA1 expression; MCF7-BRCA1-FFLuc reporter, luminescence, 48 h; response scale: scaled: vehicle 0%, 10 µM genistein 100%; Potency, µM (series often up to 46.1 µM), for the others: at the highest dose activation, usual class: activators; AID 624202; 1.1% of 380,000 active; further: potency means the concentration at half of the fitted maximal effect; nearly all actives have a fitted effect of over 80% in size; some results filed as inactive show a strong effect at the top dose
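MCF7 cells carrying a BRCA1-firefly luciferase reporter (2000 cells/well, phenol-red free MEM) were attached for 2 h at 37 °C, then given compounds for 48 h. Luminescence was read 15 min after luciferase reagent; activity normalized to genistein (10 microM) and DMSO.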
p53 reactivator: re-activators of mutant p53; H1299 p53-A138V BP100-luciferase reporter, luminescence, 24 h; Potency, µM (top dose mostly 92.2 µM), for the others: at the top dose activity change, positive = activation, actives largely listed as activators; 0.063% of 320,000 active; further: potency means the concentration at half of the fitted maximal effect; % of control where 0% means no effect; nearly all actives have a fitted effect of over 45% in size
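H1299 (p53-null), stable ts p53-A138V + BP100-Luc; 1000 cells/well, Opti-MEM/10% FBS; cpd 4 pt, 1:5; 24 h, 37 deg C, 5% CO2; detection reagent 10 min RT; luminescence.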
ELG1 genotoxic: genotoxicity induction in ELG1-luciferase HEK293T cells; HEK293T ELG1-luciferase reporter, luminescence, 16 h; Potency, µM (top dose mostly 46 µM), for the others: at the highest dose activity change, positive = activation, hits mostly activators; 1.3% of 330,000 active; further: potency means the concentration at half of the fitted maximal effect; % of control where 0% means no effect; nearly all actives have a fitted effect of over 60% in size
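Genotoxic stress is detected as increased luminescence from luciferase-tagged ELG1 in HEK293T cells, measured with ONE-Glo after a 16 hr treatment at 37 °C.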
Tb PFK inh: blocks T. brucei phosphofructokinase. Potency, µM (series often up to 57.5 µM), for the others: at the highest dose activity, negative = inhibition, hits mostly inhibitors. 0.17% of 330,000 active. AID 485367. O15648. T. brucei PFK, ADP-Glo luminescence;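 further: potency means the concentration at half of the fitted maximal effect; 0% = uninhibited 1x PFK enzyme wells and -100% = no-enzyme wells; nearly all actives have a fitted effect of over 60% in size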
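In TEA buffer at pH 8.0 with 5 mM MgCl2, enzyme (1.25 nM) converted F6P (0.5 mM) and ATP (0.1 mM) for 45 min at room temperature. ADP product was read by luciferase luminescence.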
FLuc counter: counter-screen for miR-21 project: firefly luciferase inhibitors or activators; 6.9% of 360,000 active; Potency, µM (titrated, usually from 57.5 µM), for inactives: at the top dose activity change, negative = inhibition, actives largely listed as inhibitors; AID 588342; purified FLuc, Km substrates, luminescence inhibition;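 further: potency means the concentration at half of the fitted maximal effect; plate controls were vehicle for no effect and reference inhibitor for full effect; nearly all actives have a fitted effect of over 55% in size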
Target sequence (P08659 whole entry, looked up): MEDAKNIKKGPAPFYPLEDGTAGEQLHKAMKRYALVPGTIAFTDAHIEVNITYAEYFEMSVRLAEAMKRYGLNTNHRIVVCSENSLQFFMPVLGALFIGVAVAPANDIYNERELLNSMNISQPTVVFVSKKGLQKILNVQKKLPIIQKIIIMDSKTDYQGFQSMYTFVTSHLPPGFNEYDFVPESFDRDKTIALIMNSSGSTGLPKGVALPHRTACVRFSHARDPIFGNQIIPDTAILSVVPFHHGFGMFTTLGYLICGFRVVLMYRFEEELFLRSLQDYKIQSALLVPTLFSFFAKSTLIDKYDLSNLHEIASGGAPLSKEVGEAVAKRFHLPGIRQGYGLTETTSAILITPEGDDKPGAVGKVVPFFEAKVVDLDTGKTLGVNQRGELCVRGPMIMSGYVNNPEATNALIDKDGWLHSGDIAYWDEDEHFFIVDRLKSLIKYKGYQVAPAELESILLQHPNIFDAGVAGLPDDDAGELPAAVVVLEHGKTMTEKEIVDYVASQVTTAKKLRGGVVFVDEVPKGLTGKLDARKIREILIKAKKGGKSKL
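Biochemical qHTS of compounds, final roughly 60 µM downward over six points, against 10 nM purified firefly luciferase using Km concentrations of substrates (10 uM D-luciferin, 10 uM ATP) in Tris acetate pH 7.5 buffer; luminescence output.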
VP16 counter: counter-screen for ROR gamma inhibitors: Gal4-VP16 reporter; Drosophila S2 Gal4-VP16 UAS-luciferase, luminescence, 20 h; Potency, µM (doses to about 53.6 µM), for the others: at the top dose activity, negative = inhibition, usual class: inhibitors; 3.5% of 310,000 active;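 further: Gal4-VP16 expression switched on by copper sulfate through the metallothionein promoter; potency means the concentration at half of the fitted maximal effect; on the % scale 0 is the no-effect control and ±100 the full control effect; nearly all actives have a fitted effect of over 50% in size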
ELG1 DNA repair: ELG1-dependent DNA repair inhibition. HEK293T ELG1-luciferase reporter, luminescence, 16 h; DNA damage induced by 5-fluorouridine. Potency, µM (top dose mostly 46.1 µM), without a hit: at the top dose activity change, negative = inhibition, actives largely listed as inhibitors. 2.3% of 330,000 active; further: potency means the concentration at half of the fitted maximal effect; on the % scale 0 is the no-effect control and ±100 the full control effect; nearly all actives have a fitted effect of over 55% in size
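5-Fluorouridine DNA damage + compound/DMSO, 2,000 cells/well, 16 h, 37 °C/5% CO2. ONE-Glo, 30 min RT, luminescence. Readout = decrease in reporter signal.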
TRPV1 ag: activates the human vanilloid receptor TRPV1; Q8NER1; TRPV1-expressing cells, Fluo-8 calcium influx, agonist mode; activation, % at 8.33 µM; 0.19% of 320,000 active; in the data active means activation above about 80%; inconclusive means between about 30% and that limit; further: 0% is about no effect
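Cells expressing TRPV1 were dye-loaded with Fluo-8 and read kinetically: 10 s baseline, 3 min after compound (agonist portion), then 2 min after EC20 capsaicin (allosteric enhancer portion). Calcium-bound dye fluorescence at 480/520 nm.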
* hit, by the source's call; ? = inconclusive; · = no result given; [ ] = remark or other dose. Unless noted, the call rests on the fitted dose curve; in most records, active means well fitted curve in the direction sought with a large enough effect; inconclusive means small, poorly fitted or top-dose-only effect, or another doubt; inactive means no such curve, though single readings can be large; an effect the other way counts as inactive or inconclusive. No enrichment for hits. Share with any hit: about 15%.

Below each compound: Rab9 promoter act, ELG1 DNA repair, NPC1 prom act, Tb PFK inh, p53 reactivator, RORgamma inh, VP16 counter, TRPV1 ag, ELG1 genotoxic, FLuc counter, BRCA1 expr act
CCOC(=O)C1CCCN(c2c(N3CCC(N4CCCCC4)CC3)c(=O)c2=O)C1 (centres undefined)
 : 0%, 8%, -1%, -3%, 2%, 1%, 11%, 0, 3%, 2%, -5%
Cc1ccc(NC2(C#N)C(=O)Nc3ccccc32)cc1 (centres undefined)
 : 0%, 13%, 4%, -12%, 7%, 1%, 0%, -6, 0%, -10%, -16%
CCc1nc(N2CCN(C(=O)CCl)CC2)c2c3c(sc2n1)CC(C)CC3 (centres undefined)
 : -4%, -20%, -11%, 1%, ·, 16µM*, ?, ?, -4%, ?, -69%
CCc1ccc(CN2CCCC(CNC(=O)c3cccc(OC)c3OC)C2)cc1 (centres undefined)
 : 0%, 22%, -4%, 0%, 1%, -2%, -4%, 3, -2%, 0%, 10%
CCc1ccccc1NC(=O)CNC(=O)c1ccc(-n2cncn2)c([N+](=O)[O-])c1
 : 0%, 15%, -5%, -7%, -1%, ·, ·, -1, 0%, 4%, -11%
O=C(NC(=S)Nc1nc2c(s1)CCCC2)c1ccccc1
 : ?, ?, 4µM*, 3%, ?, 0.56µM*, 0.63µM*, 5, 5.2µM*, 3.4µM*, 28%
Cc1nn(C)c(C(=O)N2CCc3ccccc32)c1Cl
 : -1%, 5%, -5%, 2%, -15%, -12%, -2%, 1, 0%, 2%, -5%
c1ccc(Oc2cccc(OCCCn3cncn3)c2)cc1
 : 1%, 17%, 2%, 11%, 10%, ?, -6%, 21, 2%, -8%[2.3 µM], 19%
Cn1c(=O)c2c(-c3cccc(Br)c3)c(C#N)c(N)nc2n(C)c1=O
 : 5%, 1%, -5%, 2%, -2%, 9%, 7%, 6, 0%, -2%, 0%
O=C(CNC(=O)c1cccs1)N=Nc1c(O)[nH]c2ccc(Br)cc12
 : -3%, 0%, -6%, 10%, 7%, -22%, 0%, 1, 2%, 5%, -5%
CSCCC(NC(=O)c1ccco1)C(=O)NCCc1ccc(Cl)cc1 (centres undefined)
 : ·, 0%, ·, -2%, -11%, ·, ·, ·, -1%, ·, -10%
Cc1ccc(S(=O)(=O)N2[C@@H](c3ccc(F)cc3)C(C(=O)O)=CC[C@H]2c2ccc(Cl)cc2)cc1
 : -8%, 2%, 1%, 0%, -4%, ·, ·, 1, -1%, -1%, 1%
O=C(Nc1sc2c(c1C(=O)O)CCCC2)c1cccc(Cl)c1
 : ?, ?, ?, -1%, ?, 42%, 1%, -1, -2%, 24µM*, 11µM*
Cc1ccc(CN2CCC(Oc3cccc(C(=O)N(C)CCN(C)C)c3)CC2)cc1C
 : -8%, -7%, 5%, 0%, 3%, -8%, -1%, -2, -6%, -6%, -1%
Cc1ccc(S(=O)(=O)N2CCN(CC(=O)N/N=C/c3ccccc3OCC(=O)O)CC2)cc1
 : -3%, -6%, 2%, -8%, -4%, 27%, 7%, 0, 1%, 0%, -2%
COc1ccccc1NC(=O)Nc1ccc(C(N)=O)cc1
 : ?, ?, 18%, -10%, -3%, 43%, -22%, -6, 14%, ?, 10%
Cc1ccc(C(=O)N2CCCC(CCC(=O)NCc3ccccc3F)C2)cn1 (centres undefined)
 : 8%, 14%, -2%, 0%, 14%, -33%, 5%, -6, 5%, 0%, 19%
NC(=O)CN(c1ccc(Oc2ccccc2)cc1)S(=O)(=O)c1ccccc1
 : -4%, -13%, -4%, 5%, -16%, 1%, 18%, 12, -10%, 4%, -46%
O=C(NC1=NCCS1)C1CCN(S(=O)(=O)c2ccccc2C(F)(F)F)CC1
 : -1%, 5%, -3%, 13%, -5%, ·, ·, 1, 0%, 0%, 3%
CC1CCCC(NC(=S)NC(=O)c2ccco2)C1C (centres undefined)
 : ·, 19%, ·, 0%, 9%, ·, ·, ·, 1%, ·, -24%
CCOC(=O)c1nn(-c2ccc(Cl)cc2Cl)c(=N)c(C#N)c1C
 : -7%, ?, -1%, -2%, -3%, 5%, -5%, 0, 1%, -2%, ·
COC(=O)C1CCCCN1C(=O)c1ccc2oc(Cc3ccccc3)nc2c1 (centres undefined)
 : ?, ?, 3.5µM*, 0%, 28%, 35%, 24%, 3, ?, 15µM*, ?
O=[N+]([O-])c1ccc(S(=O)(=O)Nc2cccc(-c3ccc(N4CCOCC4)nn3)c2)cc1
 : 27%, ?, ?, -6%, 18%, ·, ·, 0, ?, 3.4µM*, 66%
Cc1ccc2sc(=O)[nH]c2c1
 : 2%, 7%, -5%, -18%, -2%, -3%, -17%, -2, 3%, -11%, 2%
OCCC1CN(Cc2ccc3nonc3c2)CCN1Cc1ccsc1 (centres undefined)
 : -1%, 2%, -11%, -1%, -1%, -15%, 0%, 3, -4%, -2%, 0%
Cn1c(=O)cc(OCC(=O)N2CCC(N3CCCCC3)CC2)c2ccccc21
 : -3%, ?, 1%, 1%, -5%, -13%, 14%, 0, ?, 0%, -24%
O=C(COC(=O)c1cc(=O)c2ccccc2o1)Nc1cc(Cl)ccc1Cl
 : -1%, 4%, -1%, -13%, 5%, ·, ·, -4, 3%, 0%, 5%
Cc1ccc2nc(C(F)C(F)(F)F)[nH]c2c1 (centres undefined)
 : 1%, ?, -4%, 3%, 8%, ?, -4%, 1, 7%, 19µM*, -2%
Clc1ccccc1Cn1nnc2c(Nc3ccccc3)ncnc21
 : 7%, -6%, 13%, 1%, 3%, ?, 27%, 6, 1%, ?, 27%
Cc1cc(C)nc(SCC(=O)NC2CCCCC2C)n1 (centres undefined)
 : -1%, 2%, 1%, -1%, -3%, ·, ·, 3, 0%, 3%, -6%

Part of the list above in a different format.
O=C(NC1=NCCS1)C1CCN(S(=O)(=O)c2ccccc2C(F)(F)F)CC1
  Rab9 promoter act: -1%; ELG1 DNA repair: 5%; NPC1 prom act: -3%; Tb PFK inh: 13%; p53 reactivator: -5%; RORgamma inh: ·; VP16 counter: ·; TRPV1 ag: 1; ELG1 genotoxic: 0%; FLuc counter: 0%; BRCA1 expr act: 3%

CC1CCCC(NC(=S)NC(=O)c2ccco2)C1C (centres undefined)
  Rab9 promoter act: ·; ELG1 DNA repair: 19%; NPC1 prom act: ·; Tb PFK inh: 0%; p53 reactivator: 9%; RORgamma inh: ·; VP16 counter: ·; TRPV1 ag: ·; ELG1 genotoxic: 1%; FLuc counter: ·; BRCA1 expr act: -24%

Other results follow.
Below each compound: Rab9 promoter act, ELG1 DNA repair, NPC1 prom act, Tb PFK inh, p53 reactivator, RORgamma inh, VP16 counter, TRPV1 ag, ELG1 genotoxic, FLuc counter, BRCA1 expr act
N#Cc1ccc(OCC(=O)NCC(c2cccs2)N2CCOCC2)cc1 (centres undefined)
 : 7%, -9%, -5%, 0%, -5%, -13%, 2%, 1, 1%, 1%, -17%
CCOc1ccc(N(CC(=O)NCc2cccs2)S(=O)(=O)c2c(C)noc2C)cc1
 : -6%, -7%, 0%, -4%, 3%, -3%, 1%, 4, -5%, 4%, -18%
CCCCOC(=O)c1ccc(NC(=O)CSc2nncn2C)cc1
 : 20%, 17%, 0%, 0%, ?, 17%, 0%, -2, ?, ?, 80%
COC(=O)c1cc(NS(=O)(=O)c2ccc(C)c3ccccc23)ccc1N1CCOCC1
 : -1%, ?, 16%, 0%, -7%, -2%, 4%, 1, -2%, -6%, -30%
COc1cccc(-n2c(SCC(=O)N3CCc4ccccc43)nnc2-c2c[nH]c3ccccc23)c1
 : -6%, -24%, -6%, -1%, 4%, -7%, -5%, -4, -3%, 1%, -1%
CC(OC(=O)c1cccs1)C(=O)NC1CCCCC1C (centres undefined)
 : 0%, 4%, 0%, 3%, 0%, ·, ·, 3, -1%, 3%, 1%
Nc1ccc(C23CC4CC(CC(C4)C2)C3)cc1
 : -4%, 8%, -5%, -2%, -3%, -2%, -20%, 3, 0%, -6%, -3%
COc1ccc(NC2CCCN(C(=O)c3cccc(C)n3)C2)cc1OC (centres undefined)
 : 1%, 18%, -2%, 1%, 22%, 1%, 4%, -3, 0%, 3%, -1%
O=C(COc1ccc(S(=O)(=O)N2CCOCC2)cc1)NCc1ccccc1
 : 0%, 9%, -1%, -3%, -16%, 2%, 9%, 1, -2%, 3%, -23%
CCOC(=O)c1[nH]cnc1C(=O)Nc1cccc(N)n1
 : -1%, 9.2µM*, 4%, -10%, 9%, 14%, -9%, -1, -6%, -2%, -20%
